KOR beta-arrestin-1: kappa opioid receptor activators – cell-based, luminescence, uHTS, primary screen (AID 1777) | KOR beta-arrestin recruitment, luminescence; higher % means a stronger effect | one-dose activation, % at 10 µM; EC50 in µM for titrated hits | hit rate 0.02% among 280,000; in the data active = activation above about 50%, passing the limit was not always enough; note: a part of the inactive calls stands beside numbers as strong as those of hits
LYP inhibition: inhibitors of LYP phosphatase, biochemical, fluorescence intensity, uHTS (AID 1779) | hit rate 0.054% among 290,000 | recombinant LYP phosphatase, fluorescence intensity; higher % means a stronger effect | inhibition, % at 11.5 µM; hits with a dose series show IC50 in µM;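 note: plate controls were vehicle with enzyme for no effect and no enzyme for full effect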
HEK293 NOD2/NF-kB: inhibition of NOD2-driven NF-kB reporter – cell-based, luminescence, uHTS, HEK293 (AID 1566); HEK293 NOD2/NF-kB luciferase reporter, luminescence; higher % means a stronger effect; inhibition, % at 4 µM, or EC50 in µM where a hit was titrated; hit rate 0.63% among 290,000; note: many of its hits are not listed in these tables
TNAP activators: human TNAP enzyme activators, primary screen, biochemical, luminescent, no phosphate acceptor, uHTS (AID 1001). purified TNAP, luminescent activation assay, no phosphate acceptor; higher activation fold means a stronger effect. activation fold at 20 µM; hits with a dose series show EC50 in µM. hit rate 0.03% among 200,000; in the data active = activation fold from about 3, or a potency from the dose series; inactive = the rest, 99 in 100 with activation fold below about 1.6; note: many of its hits are not listed in these tables
KOR beta-arrestin-2: kappa opioid receptor blockers – cell-based, luminescence, uHTS (AID 1778); KOR beta-arrestin recruitment, luminescence, antagonist mode; higher % means a stronger effect; hit rate 0.091% among 290,000; inhibition, % at 10 µM, or IC50 in µM where a hit was titrated; note: strong numbers were not always called active
XIAP antagonists: XIAP antagonists, biochemical, IAP family, fluorescence polarization (AID 1018); XIAP BIR domain, fluorescence polarization peptide displacement; higher % means a stronger effect; one-dose displacement, % at 20 µM; IC50 in µM for titrated hits; hit rate 0.007% among 200,000; in the data active = displacement above about 50%; note: a part of the inactive calls stands beside numbers as strong as those of hits
PMI inhibition: MPI inhibition at elevated mannose 6-phosphate – biochemical, fluorescence intensity, high mannose 6-phosphate, primary screen (AID 1220). recombinant PMI enzyme, coupled fluorescence intensity; higher % means a stronger effect. inhibition, % at 20 µM; hits with a dose series show IC50 in µM. hit rate 0.66% among 190,000
PMI inhibitors: inhibitors of human PMI, primary screen, biochemical, fluorescence intensity, coupled assay (AID 1209). purified PMI enzyme, coupled fluorescence intensity; higher % means a stronger effect. one-dose inhibition, % at 20 µM; IC50 in µM for titrated hits. hit rate 0.42% among 190,000;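 note: plate controls were DMSO vehicle for no effect and wells lacking substrate for full effect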
NOD1 NF-kB reporter: inhibition of NOD1-driven NF-kB reporter – cell-based, luminescence, uHTS, primary screen (AID 1578) | NOD1-driven NF-kB luciferase reporter cells, luminescence; higher % means a stronger effect | one-dose inhibition, % at 4 µM; EC50 in µM for titrated hits | hit rate 1% among 290,000; in the data active = inhibition mostly above about 36%, no sharp cut-off; inactive = mostly below about 34%;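 note: HEK-293T reporter cells stimulated with the NOD1 agonist gamma-tri-DAP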
The depositor's hits bear a star; . = no result given; [ ] = another dose, or the depositor's remark. Cut-off read from the data, not from the text of the source, unless noted: active = inhibition above about 50%; inactive = the rest. An excerpt, so the mix of outcomes need not match the whole.

KOR beta-arrestin-1	LYP inhibition	HEK293 NOD2/NF-kB	TNAP activators	KOR beta-arrestin-2	XIAP antagonists	PMI inhibition	PMI inhibitors	NOD1 NF-kB reporter	compound
2.1%	-8.7%	2.3%	.	-15.5%	.	.	.	37.9%	CCC(=O)Nc1ccc(S(=O)(=O)Nc2nccs2)cc1
-0.5%	-6.8%	10.5%	.	-1.9%	.	.	.	-4.9%	CCOC(=O)c1ccc(C(=O)NNC(=O)C2C3C=CC(C3)C2C(=O)O)cc1 (configuration not stated)
0.0%	-0.1%	-5.9%	1.1	-1.0%	-3.6%	35.0%	16.5%	-8.5%	COc1ccc(OC)c(C2CC(=O)N3CN(c4cccc(Cl)c4)CSC3=C2C#N)c1 (configuration not stated)
0.8%	-6.3%	10.0%	.	-5.6%[20 µM]	.	.	.	16.3%	CCOc1ccc(C(=O)n2cc(C(=O)OC)c3ccccc32)cc1OCC
-2.2%	-13.0%	-21.9%	.	-7.0%	.	.	.	16.0%	CCOC(=O)C1CCCN(CC(O)COC(c2ccccc2)c2ccccc2)C1 (configuration not stated)
4.8%	-7.6%	8.0%	1.3	-1.2%	-10.0%	0.4%	5.0%	-4.7%	CCN(CC)S(=O)(=O)c1ccc(C(=O)NNC(=O)c2cccs2)cc1
-2.0%	-7.1%	21.7%	1.1	9.0%	-1.0%	-1.9%	-1.0%	17.8%	CC1CCC(C(=O)NC(C(=O)NCCCN2CCOCC2)C(C)C)CC1 (configuration not stated)
2.1%	-2.9%	9.3%	.	1.1%	.	.	.	-9.6%	Oc1cc(O)c2c(c1)O[C@H](c1ccc(O)c(O)c1)[C@@H](O)C2
-2.3%	-13.0%	8.0%	1.1	24.8%	-6.2%	1.0%	3.0%	-8.6%	CC(C)CCNC(=O)c1ccc2c(c1)ncn2C1CCCCC1
-3.8%	-9.3%	8.0%	1.1	6.5%	-4.6%	0.7%	-6.3%	-11.8%	COc1ccc(-c2nnc3ccc(SCC(=O)Nc4cc(C)on4)nn23)cc1OC
-2.9%	-7.7%	-10.9%	1.1	-33.6%	0.5%	10.9%	9.6%	-34.7%	Cc1nnc2n(-c3ccccc3)c(=O)c3c4c(sc3n12)COC(C)(C)C4
-3.8%	-2.1%	19.4%	1	-9.4%	-1.8%	35.1%	15.6%	-2.6%	Cc1nn(C)cc1C1C(C#N)=C(N)N(c2ccc(F)c([N+](=O)[O-])c2)C2=C1C(=O)CCC2 (configuration not stated)
-4.4%	-4.2%	0.0%	.	-19.3%[20 µM]	.	.	.	-24.5%	NS(=O)(=O)c1ccc(CCNC(=O)c2cc3ccccc3oc2=O)cc1
4.7%	-1.6%	9.5%	.	35.5%[20 µM]	.	.	.	2.4%	COC(=O)c1c(NC(=O)C(C)C)sc2c1CCN(Cc1ccccc1)C2
-2.3%	4.8%	20.3%	1	-17.6%	-3.0%	10.3%	13.4%	-13.8%	Cc1cccc(-c2nnc(SCCOc3ccc4c(C)cc(=O)oc4c3)o2)c1
-4.6%	-7.2%	-6.3%	1.2	-7.9%[20 µM]	2.0%	-2.4%	-1.5%	14.3%	O=C(COc1ccc(Cl)cc1)NNC(=O)c1cccnc1
-4.8%	-12.2%	15.2%	.	21.1%	.	.	.	-20.3%	CC(=O)N1CCN(C(=O)c2ccc3c(c2)OCCO3)CC1
-3.6%	-0.2%	30.5%	1.2	7.9%	-4.0%	-2.9%	-3.3%	-7.7%	CN1CCc2c(OCC(=O)N3CCCc4ccccc43)cccc2C1=O
-4.8%	-0.6%	20.8%	1.1	8.3%	-5.7%	-1.5%	1.9%	-20.2%	Cc1ccc(NC(=O)CN2CCN(c3ccccn3)CC2)cc1S(=O)(=O)N(C)C
-1.5%	1.8%	14.0%	0.9	3.3%	-4.8%	23.9%	4.6%	-30.0%	CCOc1cc(N2CCOCC2)c(OCC)cc1NC(=O)COc1ccccc1[N+](=O)[O-]
-1.7%	-7.5%	14.8%	.	-22.6%	.	.	.	-8.2%	COc1ccc(-c2noc(CNC(=O)c3ccoc3C)n2)cc1OC
0.6%	-1.2%	12.4%	1	56.0%	-8.4%	0.0%	11.7%	-36.2%	Cc1ccc(C(=O)Oc2ccc([N+](=O)[O-])cc2)cc1S(=O)(=O)N1CCCCCC1
0.7%	-7.6%	-4.0%	1.2	29.6%	-3.9%	1.8%	18.1%	-18.6%	CCCCOc1ccc(C(=O)N/C(=C/C=C/c2ccccc2)C(=O)NCCO)cc1
1.1%	-1.1%	-2.1%	1	7.0%	-6.5%	11.9%	8.1%	-20.5%	c1ccc(-c2cc(N3CCCCC3)nc(-c3ccccc3)n2)cc1
-0.6%	-12.1%	-2.6%	.	-15.4%	.	.	.	3.1%	CC(=O)N1CCOc2ccc(S(=O)(=O)N3C(C)CCCC3C)cc21 (configuration not stated)
0.9%	2.4%	-0.4%	1.1	.	-8.8%	-15.1%	14.3%	11.3%	CN(C)c1ccc(C(CNS(=O)(=O)c2ccc(F)cc2)c2c[nH]c3ccccc23)cc1 (configuration not stated)
.	3.4%	4.1%	0.6	6.2%[20 µM]	-2.8%	3.0%	4.9%	20.2%	[O-][n+]1onc2c1CCc1[nH]c(-c3ccccc3)nc1-2
-0.1%	-7.0%	4.1%	1.1	-10.8%	-3.6%	-0.1%	3.0%	-0.7%	COc1cc(NS(=O)(=O)c2ccc(OC)c(OC)c2)cc(OC)c1
2.5%	-3.9%	17.5%	.	4.5%	.	.	.	-7.0%	Cn1nc(C(F)(F)F)c(-c2ccc(F)cc2)c1NC(=O)c1ccco1
5.9%	-3.1%	4.3%	1.1	11.0%	-4.4%	17.8%	19.4%	0.9%	COCC(=O)Nc1cc(OC)ccc1OC
3.0%	-3.8%	5.4%	1.1	-0.4%	-0.2%	-3.8%	8.9%	6.3%	CCOC(=O)C(Cc1ccc(NC(=O)/C(=C/c2ccccc2)NC(=O)c2ccccc2)cc1)N1C(=O)c2ccccc2C1=O (configuration not stated)
-3.9%	0.5%	4.4%	1.1	10.5%	1.0%	2.6%	2.8%	-26.8%	CN(C)CCNC(=O)c1ccc(COCC(F)(F)F)cc1
.	1.4%	-10.1%	0.7	2.9%	-7.6%	-76.8%	-39.1%	7.0%	Cc1cccc(C)c1-n1c(C)cc(/C=N\Nc2ccc([N+](=O)[O-])cn2)c1C
-0.3%	-0.2%	6.8%	1.1	0.0%	-10.7%	11.9%	20.0%	.	O=C(Nc1ccc(Cc2ccc(NC(=O)N3CCOCC3)cc2)cc1)N1CCOCC1
-3.2%	-5.5%	0.0%	.	-27.8%	.	.	.	-24.0%	C=CCn1c(CSc2ccc(C)cc2)n[nH]c1=S
-3.2%	-8.5%	13.0%	1.1	5.7%	1.2%	0.5%	1.3%	.	CC(C)CNS(=O)(=O)c1ccccc1C(=O)N1CCCCC1
-2.5%	-4.2%	-6.4%	1	18.6%[20 µM]	-8.9%	4.9%	6.9%	-25.2%	Cc1ccc(S(=O)(=O)/N=C(/Nc2ccc3[nH]c(=O)[nH]c3c2)c2ccccc2)cc1
1.6%	-3.7%	-1.5%	1.1	-10.4%	-7.4%	-8.2%	5.2%	-8.4%	O=C(Nc1ccc2c(c1)C(=O)NC2=O)c1ccc(Cl)s1
1.2%	3.7%	-3.4%	1.1	-7.6%	-3.6%	11.5%	2.6%	-40.7%	CN(Cc1ccccc1)c1nc2c(c(=O)[nH]c(=O)n2C)n1CCCc1ccccc1
-1.3%	-10.0%	10.7%	.	18.8%	.	.	.	3.6%	CCCCN1C(N)=NC[C@@H]1Cc1ccc(O)cc1
1.3%	-7.2%	8.0%	1	-10.5%	-7.4%	-2.3%	4.8%	7.4%	Cc1c(NC(=S)/C=C2\N(C)c3ccccc3C2(C)C)c(=O)n(-c2ccccc2)n1C
-2.3%	-5.2%	-8.9%	1.1	11.9%	1.3%	-18.7%	-19.7%	-12.2%	Cc1ccccc1C(=O)OC(C)CN1CCN(C)CC1 (configuration not stated)
-3.5%	-3.9%	-8.9%	1.1	-5.0%	-6.1%	4.9%	8.7%	-38.7%	Cc1ccc(SCC(=O)NCc2ccco2)cc1
-4.1%	-4.0%	-7.6%	1.1	11.3%	0.7%	17.5%	12.5%	-6.9%	CCOC(=O)c1ccc2cccc(C)n2c1=O
-1.0%	-5.8%	1.7%	1.1	-1.4%	-0.6%	-14.5%	-10.6%	-23.4%	COC(=O)c1ccccc1NC(=O)CSc1nnnn1C
.	-2.0%	9.5%	.	14.9%	.	.	.	-0.7%	CCCCCC(=O)Nc1cccc(C2=NOC3(C2)C[C@@H](C(N)=O)N(C(=O)Cc2ccc([N+](=O)[O-])cc2)C3)c1 (some centres not stated)
-1.6%	-1.0%	3.5%	1.1	-6.7%	-3.1%	-7.1%	-8.3%	-28.1%	Nc1nc(C2CC(=O)OC23CCCCC3)cs1 (configuration not stated)
11.9%	-6.2%	-10.3%	1.1	-11.1%	-1.5%	-7.1%	-0.1%	6.8%	O=C1CN(C(=O)c2ccc(Br)o2)C(c2ccccc2)c2cc(Cl)ccc2N1 (configuration not stated)
-1.2%	-6.7%	16.9%	.	-31.1%[20 µM]	.	.	.	11.4%	CCN(CC)c1nc2c(c(=O)[nH]c(=O)n2C)n1CCOc1ccccc1
4.0%	-9.4%	11.3%	.	-37.7%	.	.	.	8.0%	CC(C)CCn1c(=O)c2ccccc2n2c(CCC(=O)NC3CCN(Cc4ccccc4)CC3)nnc12
.	-5.4%	-3.1%	1.1	8.6%[20 µM]	1.7%	-5.6%	-5.3%	-11.0%	COc1ccc(CC2(CO)CCN(Cc3cccnc3)CC2)cc1
5.0%	-8.7%	-0.2%	1	-69.6%	-3.6%	-25.4%	-11.0%	6.5%	O=C(O)c1cc(N2C(=O)C3C4C=CC(C4)C3C2=O)ccc1NCc1cccnc1 (configuration not stated)
-1.9%	-8.1%	-25.2%	1.2	22.0%	-3.0%	-4.6%	12.1%	-33.2%	Cc1cccc(/C=C2\CCC(C3CCCC3)C2=O)c1 (configuration not stated)
0.0%	-7.2%	3.5%	1.1	-28.8%	-10.2%	0.6%	-5.5%	11.7%	CCn1cc(C(=O)NCc2ccco2)c2cc(OC)c(OC)cc2c1=O
-4.9%	-5.3%	10.3%	1.1	32.2%	-5.8%	8.2%	7.9%	-7.3%	CCOC(=O)c1[nH]c2cc(OC)c(OC)cc2c1NC(=O)CN1CCN(C)CC1
